iPSC survival up: hiPSC single-cell survival enhancement | 360,000 tested, 0.044% active | ATPlite luminescence; 100% = ROCK inhibitor wells, 0% = DMSO | survival enhancement, % at 20 µM; in the data active means survival enhancement above about 18%;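 further: cells exposed to compounds for 16 hours before the ATP read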
NR2E3 ag-1: human photoreceptor-specific nuclear receptor agonism | CHO-S Gal4-NCOR/VP16-NR2E3 two-hybrid, luciferase | inhibition of corepressor binding, % at 3.98 µM | 360,000 tested, 0.35% active | AID 602229;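 active means inhibition above the mean of all tested compounds plus 3 SD, cut at about 70% in these data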;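 further: 0% = DMSO with NR2E3 transfected cells and 100% = cells lacking NR2E3 construct; higher means lower luciferase signal from less NR2E3 corepressor binding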
Target sequence (Q9Y5X4 whole entry, looked up, the tested form may be a part): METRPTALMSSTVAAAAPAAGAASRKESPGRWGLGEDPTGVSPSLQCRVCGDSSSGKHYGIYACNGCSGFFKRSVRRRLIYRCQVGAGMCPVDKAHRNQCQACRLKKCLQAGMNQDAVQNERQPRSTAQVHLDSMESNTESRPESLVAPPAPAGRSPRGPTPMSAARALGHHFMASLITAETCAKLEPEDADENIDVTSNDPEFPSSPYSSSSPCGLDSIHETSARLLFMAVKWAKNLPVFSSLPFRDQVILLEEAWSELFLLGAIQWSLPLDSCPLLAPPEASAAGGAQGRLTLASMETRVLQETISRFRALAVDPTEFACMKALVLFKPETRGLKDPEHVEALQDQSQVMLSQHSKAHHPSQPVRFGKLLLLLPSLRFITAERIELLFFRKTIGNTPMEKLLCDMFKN
HIF-2a inh: HIF-2a inhibition; AID 624352; inhibition, % at 18.8 µM; 786-0 RCC cells HIF-2a reporter, luciferase luminescence, overnight; 360,000 tested, 0.72% active;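 active means inhibition of the luminescence signal of 40% or more relative to plate controls, in a single-dose primary screen at 18.75 µM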
KKLEB cytotox: CF airway cell cytotoxicity counter-screen; AID 602141; KKLEB CF airway cells viability, ATPlite luminescence, overnight; active compounds read low; cells stimulated with P. aeruginosa culture filtrate; activity change (cytotoxicity), % at 5 µM; 360,000 tested, 0.36% active;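 active means corrected activity change at or below -50% at 5 µM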
CF NFkB inh: cystic fibrosis NF-kB activation inhibition. KKLEB NF-kB-GFP reporter, PAF-induced, GFP fluorescence overnight. inhibition, % at 5 µM. 360,000 tested, 0.86% active;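 active means at least 50% inhibition at 5 µM, scaled per plate between neutral and stimulator controls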;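 further: PAF is a Pseudomonas aeruginosa culture filtrate used as stimulus; plate controls were PAF-stimulated DMSO wells for no effect and unstimulated DMSO wells for full effect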
TWEAK-Fn14 inh: blocks TWEAK-Fn14 interaction in a reporter cell assay; TWEAK-stimulated Fn14 reporter cells, luciferase luminescence, 8 h; inhibition, % at 10 µM; 360,000 tested, 2% active; AID 1159606; in the data active means inhibition above about 50%
aDG glyco act: alpha-DG glycosylation activation; activation, % at 10 µM; Pro5-aDG cells, alpha-DG glycosylation AlphaScreen (IIH6); 0% Pro5, 100% B10-LARGE cell signal; 360,000 tested, 0.22% active; AID 624168;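 active means activation of at least 8% versus controls, or a plate z-score of at least 8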;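 further: Pro5 are CHO cells carrying HIG-tagged alpha-DG that lacks glycosylation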
Shn3 inh set2: inhibitors of Schnurri-3 3'UTR reporter in osteoblasts; Clone20 osteoblast Shn3 3'UTR firefly luciferase, 24 h; 360,000 tested, 0.52% active; inhibition, % at 12.5 µM; AID 588674;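 active means mean inhibition of at least 75% with every replicate also reaching 75%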;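 further: 0% = median of neutral control wells and 100% = pilot-screen positive control compound; some compounds past the cut are filed as inactive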
NR2E3 ag-2: NR2E3 (human) agonism | AID 2300 | GST-NR2E3/biotin-RetCOR TR-FRET, 1536-well | inhibition of corepressor binding, % at 4.78 µM | 320,000 tested, 0.12% active | Q9Y5X4;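 active means percent inhibition above the cutoff of mean plus 3 SD of all tested compounds, set per screening campaign, cut at about 20% in these data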;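 further: 0% = DMSO wells and 100% = biotin wells as full block of FRET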
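System: GST-tagged NR2E3 plus biotinylated RetCOR corepressor; Buffer or medium: pH 7.5 Tris-based buffer; Probe or stimulus: RetCOR corepressor, biotinylated, 7 nM; Doses: compound at 4.8 µM, single dose; Schedule: 5 h incubation at 4 °C; Technique: time-resolved FRET; Evaluation: percent inhibition of TR-FRET ratio; Replication: one well per compound, singlicate testing.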
TRPM1 prom inh: inhibitors of MITF-driven TRPM1 promoter in melanoma cells | inhibition, % at 12.5 µM | 330,000 tested, 0.83% active | SK-MEL-5 TRPM1 promoter luciferase, 24 h;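 active means mean inhibition across replicates of 60% or more, whatever share of single replicates reaches that level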; further: values of inactives mirror those of a sister screen read the other way
Peg3 prom inh: reduces Peg3 promoter-driven luciferase expression in HeLa | HeLa PEG-Prom luciferase reporter, luminescence, overnight | inhibition, % at 20 µM | 360,000 tested, 1.7% active;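 active means inhibition of at least 50% at 20 µM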
* hit, by the source's call; x = no result given.

no.	structure	iPSC survival up	NR2E3 ag-1	HIF-2a inh	KKLEB cytotox	CF NFkB inh	TWEAK-Fn14 inh	aDG glyco act	Shn3 inh set2	NR2E3 ag-2	TRPM1 prom inh	Peg3 prom inh
1	COc1ccc(CN2CCN(Cc3cccc(Oc4ccccc4)c3)CC2)c(OC)c1OC	0.1	17	4	-16	34	-19	0.1	14	-2	0	2
2	CCOc1ccc(NC(C)C(=O)N/N=C/c2cccs2)cc1 (stereo not drawn)	2.0	12	-7	-4	-10	0	-0.1	-3	1	-9	-9
3	O=C(COC(=O)CNC(=O)c1ccc(Br)o1)Nc1ccccc1OC(F)F	-0.8	-39	12	5	-8	8	2.7	0	-3	2	0
4	Cc1oc2c(c1C(=O)O)C(=O)c1ccccc1C2=O	-0.4	-57	-98	11	39	8	1.1	-21	-3	53	-123
5	CCCN(CC(=O)Nc1ccccc1C)C(=O)/C=C/c1ccc(OCC)c(OC)c1	-0.1	20	-1	8	7	-10	-0.1	8	1	5	0
6	Cc1occc1-c1nnc(SCC(=O)c2ccc(Cl)cc2)n1C	-0.9	-1	-15	10	-10	3	0.0	11	1	-25	-18
7	Cc1ccc2nc(NC(=O)COC(=O)c3cccnc3)sc2c1	-0.5	-110	-143	2	-18	-36	-0.1	-65	x	-84	-176
8	Cc1c(C=O)c2cc(OCc3ccccc3)ccc2n1C	-0.7	-55	-281	8	-7	-40	0.0	-112	1	-75	-232
9	N#Cc1nc(COc2cccc(Cl)c2)oc1NCc1ccncc1	-1.2	-33	-46	-2	-10	-4	-0.1	-2	-1	-4	-26
10	OCCCNc1ncnc2sc3c(c12)CCN(Cc1ccccc1)C3	0.5	-6	5	-9	4	69*	0.0	-3	2	-2	10
11	COc1cccc(N2CCN(c3ccc4nnc(CCC(=O)Nc5ccccc5OC)n4n3)CC2)c1	-0.3	3	17	-7	2	18	0.0	20	3	1	25
12	c1ccc(-c2noc(-c3ccc4c(c3)OCO4)n2)cc1	-3.5	-124	-98	-2	-10	45	-0.4	13	6	-3	-145
13	COc1ccccc1-c1nc(C(N)=O)c2[nH]c(=O)n(-c3cccc(C)c3)c2n1	0.4	6	10	-6	15	10	0.0	-51	1	-1	9
14	O=C(NC1CCCC1)C1CCCN(C(=O)Nc2ccccc2)C1 (stereo not drawn)	-0.5	-19	8	-1	7	-21	0.0	-2	0	-1	6
15	COc1cc(CSc2ncn[nH]2)c(OC)cc1CSc1ncn[nH]1	-1.7	-30	13	14	-14	15	0.5	9	4	13	23
16	CCC(C)NS(=O)(=O)c1ccc(OCC(=O)N2CCC(C)CC2)cc1 (stereo not drawn)	-1.5	-31	10	13	6	-5	-0.1	-7	1	12	2
17	CC(C)C[C@H](NC(=O)c1nc[nH]c1C(=O)NCC(=O)OCc1ccccc1)C(=O)OCc1ccccc1	0.0	-26	8	-2	3	21	-0.4	17	0	14	15
18	CSCCC(N=C(NS(=O)(=O)c1ccc(C)cc1)c1ccccc1)C(=O)O (stereo not drawn)	-0.8	0	10	-9	2	-7	-0.1	12	-1	-10	14
19	COc1ccc(C2CC(c3ccc(Cl)cc3)=NN2C(C)=O)cc1 (stereo not drawn)	-0.6	-42	-216	9	-3	-29	0.9	-1	2	-36	-190
20	CC(C)CCC(C)NC(=O)C1CCN(S(=O)(=O)/C=C/c2ccccc2)CC1 (stereo not drawn)	-0.4	13	10	2	7	17	0.0	12	1	12	10
21	O=C(Nc1cc2c(cc1C(=O)O)OCCCO2)c1ccc(C(F)(F)F)cc1	-0.4	-96	-253	-6	5	-14	-0.2	-16	-1	-31	-257
22	COc1ccc(N(CC(O)CN2C(=O)NC(C)(C)C2=O)S(=O)(=O)c2ccc(C)cc2)cc1 (stereo not drawn)	-1.8	-2	3	11	0	-6	-0.2	15	1	-4	12
23	CCCCS/C(N)=N/N=C/c1ccccc1O	0.7	-111	-334	5	-13	-1	0.1	-42	-3	-64	-291
24	CCOc1ccc(NC(=O)c2cc(OC)nc3ccccc23)cc1	-0.6	-2	16	-3	45	20	0.0	34	1	11	-4
25	COc1cccc(CN2CC(C(=O)NCCc3ccc(C)o3)CCC2=O)c1 (stereo not drawn)	0.4	-22	11	-10	-2	2	-0.3	2	x	3	8
26	O=C(/C=C/c1ccco1)NCCc1ccccc1	-0.6	-50	-196	6	-3	-8	0.0	-62	-2	-59	-250
27	O=C(c1cc2cc(Br)ccc2[nH]1)N1CCc2ccccc21	-0.2	-30	-71	8	-4	7	0.0	-21	x	-13	-25
28	COc1cccc(OC)c1OCC(O)CN1CCN(c2ccccc2)CC1 (stereo not drawn)	-1.7	-16	15	8	3	-22	-0.1	6	1	17	11
29	CN(CC(=O)Nc1ccc(F)cc1)C(=O)COc1ncnc2ccccc12	-0.4	-5	5	-4	1	-4	0.0	-5	-1	1	-3
30	CC1CN(C(=O)CCC(=O)NC2CCCCC2)c2ccccc2S1 (stereo not drawn)	-1.0	-10	-5	4	11	-10	-0.1	-13	-1	-3	11
31	O=C(Nc1cccc(Cl)c1)c1ccc2sc([C@H]3C[C@H](O)[C@@H](CO)O3)nc2c1	2.0	-46	-267	3	-3	18	0.2	-86	x	x	-185
32	CCn1c(CCNC(=O)c2cccs2)n[nH]c1=S	1.9	-12	8	3	2	-18	-0.3	-17	-1	4	4
33	Cc1cc(C)cc(NC(=O)CSc2nc(=O)n3cc(C)ccc3n2)c1	-0.1	-15	5	8	3	0	0.4	11	-2	-6	-5
34	CCCCS(=O)(=O)N1CN(S(=O)(=O)CCCC)C2NC(=O)NC21 (stereo not drawn)	0.5	-43	-10	7	5	-6	0.0	-17	0	0	-6
35	CCOc1ccc(CN2CCNC(=O)C2CC(=O)N(C)Cc2nonc2C)cc1 (stereo not drawn)	-0.5	-11	7	-7	-11	11	0.3	-21	4	-2	14
36	CCOC(=O)C1CCN(C(=O)c2cc(S(=O)(=O)N3CCOCC3)c(Cl)cc2Cl)CC1	-1.4	-8	6	-7	1	3	0.0	11	-1	4	7
37	CC(C)Oc1ccc(CN2CCC2(C)C(=O)Nc2ccc3c(c2)OCO3)cc1 (stereo not drawn)	-1.2	8	-21	-9	-2	-26	0.1	11	x	x	-4
38	Cc1c(NC(=O)CSc2ccc(Cl)cc2)cccc1-c1nc2cc(Cl)ccc2o1	-0.6	-47	-90	1	6	-26	-0.1	8	-2	-10	-59
39	COc1ccccc1NS(=O)(=O)c1cc(NC(=S)Nc2cc(C)cc(C)c2)ccc1Cl	-0.4	-15	1	-6	0	19	-0.1	25	4	7	8
40	CC1Cc2ccccc2N1C(=O)CSc1nnnn1C(C)C (stereo not drawn)	0.5	-12	-5	4	6	9	0.1	-19	1	0	-1

Rewritten with each value named: part of the list above
(4) Cc1oc2c(c1C(=O)O)C(=O)c1ccccc1C2=O
  iPSC survival up: -0.4
  NR2E3 ag-1: -57
  HIF-2a inh: -98
  KKLEB cytotox: 11
  CF NFkB inh: 39
  TWEAK-Fn14 inh: 8
  aDG glyco act: 1.1
  Shn3 inh set2: -21
  NR2E3 ag-2: -3
  TRPM1 prom inh: 53
  Peg3 prom inh: -123

(28) COc1cccc(OC)c1OCC(O)CN1CCN(c2ccccc2)CC1 (stereo not drawn)
  iPSC survival up: -1.7
  NR2E3 ag-1: -16
  HIF-2a inh: 15
  KKLEB cytotox: 8
  CF NFkB inh: 3
  TWEAK-Fn14 inh: -22
  aDG glyco act: -0.1
  Shn3 inh set2: 6
  NR2E3 ag-2: 1
  TRPM1 prom inh: 17
  Peg3 prom inh: 11

(21) O=C(Nc1cc2c(cc1C(=O)O)OCCCO2)c1ccc(C(F)(F)F)cc1
  iPSC survival up: -0.4
  NR2E3 ag-1: -96
  HIF-2a inh: -253
  KKLEB cytotox: -6
  CF NFkB inh: 5
  TWEAK-Fn14 inh: -14
  aDG glyco act: -0.2
  Shn3 inh set2: -16
  NR2E3 ag-2: -1
  TRPM1 prom inh: -31
  Peg3 prom inh: -257

(18) CSCCC(N=C(NS(=O)(=O)c1ccc(C)cc1)c1ccccc1)C(=O)O (stereo not drawn)
  iPSC survival up: -0.8
  NR2E3 ag-1: 0
  HIF-2a inh: 10
  KKLEB cytotox: -9
  CF NFkB inh: 2
  TWEAK-Fn14 inh: -7
  aDG glyco act: -0.1
  Shn3 inh set2: 12
  NR2E3 ag-2: -1
  TRPM1 prom inh: -10
  Peg3 prom inh: 14

Later entries
no.	structure	iPSC survival up	NR2E3 ag-1	HIF-2a inh	KKLEB cytotox	CF NFkB inh	TWEAK-Fn14 inh	aDG glyco act	Shn3 inh set2	NR2E3 ag-2	TRPM1 prom inh	Peg3 prom inh
41	Cc1ccc(NC(=S)NC(=O)c2ccc(F)cc2)cc1S(=O)(=O)Nc1ccccc1Cl	-1.3	-9	11	-15	1	40	-0.2	-1	0	17	55*
42	N=c1oc2ccccc2cc1-c1nc(-c2ccc(Cl)cc2)cs1	1.2	4	-8	7	-3	-5	0.6	-3	2	-2	4
43	CCn1cc(C(=O)OCC(=O)c2ccc(Cl)cc2)c(=O)c2ccc(C)nc21	0.3	-16	16	-1	5	-11	0.5	-19	3	-6	-12
44	C(=C\c1ccccc1)/CN1CCN(C(c2cccc3ccccc23)c2nnnn2Cc2ccccc2)CC1 (stereo not drawn)	0.4	6	-23	-31	18	10	0.1	2	x	x	-5
45	COc1ccc(OC)c(NC(=O)CCN2CCCC(C)C2)c1 (stereo not drawn)	-0.6	-10	11	7	6	-5	0.0	3	1	3	3
46	O=C(CSc1nnnn1-c1ccccc1)Nc1nsc(-c2ccc(Cl)cc2)n1	-2.7	70	-70	-8	21	-3	0.9	53	-135	5	-70
47	Clc1ccc(C2=Nn3c(nnc3-c3n[nH]c4c3CCC4)SC2)cc1Cl	3.4	29	-103	-18	-50	26	-0.3	52	-1	-6	35

Bioassay records from PubChem BioAssay.
